# GPR151 activ = activates the human receptor GPR151 | Q8TDV0 | PathHunter beta-arrestin GPR151 cells, luminescence | activation, % at 11.2 µM | 650,000 tested, 1% active | AID 1508602; in the data active means activation above about 4.9%;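 further: 0% = median of compound wells and 100% = cells with positive control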
# Target sequence (Q8TDV0 whole entry, looked up): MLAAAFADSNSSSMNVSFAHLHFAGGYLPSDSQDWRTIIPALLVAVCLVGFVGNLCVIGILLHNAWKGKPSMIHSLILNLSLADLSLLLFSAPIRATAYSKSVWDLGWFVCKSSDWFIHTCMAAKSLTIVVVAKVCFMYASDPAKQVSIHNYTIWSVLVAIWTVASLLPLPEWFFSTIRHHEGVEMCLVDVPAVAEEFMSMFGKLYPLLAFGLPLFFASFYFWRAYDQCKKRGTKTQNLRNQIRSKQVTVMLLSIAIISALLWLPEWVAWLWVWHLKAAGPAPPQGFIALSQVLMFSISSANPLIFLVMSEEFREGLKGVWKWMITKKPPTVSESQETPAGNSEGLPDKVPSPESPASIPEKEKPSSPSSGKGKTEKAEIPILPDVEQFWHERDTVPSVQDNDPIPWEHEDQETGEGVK
# FBW7 activator = human FBW7 E3 ligase activation, primary screen; normalized activity (activation), % at 26.1 µM; AID 1259310; 650,000 tested, 0.13% active; AlphaScreen FBW7–phospho-cyclin E peptide binding, activator screen; in the data active means normalized activity above about 1.9%;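 further: purified mutant Fbw7 with reduced substrate affinity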
# MITF inh = inhibitors of human MITF; AlphaScreen MITF homodimerization, bead proximity signal; inhibition, % at 2.6 µM; 650,000 tested, 0.91% active; AID 1259374; in the data active means inhibition above about 50%;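 further: 0% = vehicle wells with protein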
# Target sequence (O75030 whole entry, looked up): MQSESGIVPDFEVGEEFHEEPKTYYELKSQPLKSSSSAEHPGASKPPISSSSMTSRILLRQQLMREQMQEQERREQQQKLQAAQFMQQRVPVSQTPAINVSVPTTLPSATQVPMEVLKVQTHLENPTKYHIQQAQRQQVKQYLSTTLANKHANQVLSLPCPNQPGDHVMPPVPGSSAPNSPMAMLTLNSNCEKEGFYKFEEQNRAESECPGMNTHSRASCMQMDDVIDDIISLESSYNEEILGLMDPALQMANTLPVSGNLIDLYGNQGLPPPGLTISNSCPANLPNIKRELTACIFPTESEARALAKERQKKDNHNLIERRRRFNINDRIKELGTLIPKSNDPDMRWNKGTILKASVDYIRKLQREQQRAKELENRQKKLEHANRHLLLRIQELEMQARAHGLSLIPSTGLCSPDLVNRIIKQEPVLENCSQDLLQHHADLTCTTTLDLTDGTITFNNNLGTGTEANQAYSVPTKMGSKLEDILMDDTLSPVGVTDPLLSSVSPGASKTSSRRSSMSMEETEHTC
# TEAD-YAP block = TEAD-YAP interaction inhibition; HEK-TIYL cells, TEAD-Gal4/YAP UAS-luciferase luminescence; inhibition, % at 9.12 µM; 640,000 tested, 1.4% active; AID 1259422; in the data active means inhibition above about 32%;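 further: 0% = median of test compound wells and 100% = reference inhibitor wells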
# * hit, by the source's call.
SMILES,GPR151 activ,FBW7 activator,MITF inh,TEAD-YAP block
CCCn1c(=S)[nH]c2cc(C(=O)N3CCN(c4ccc(F)cc4)CC3)ccc2c1=O,-1.0,0.7,12.7,6.2
O=C(c1cncc(Br)c1)N1CCN(Cc2csc(-c3ccccc3)n2)CC1,-0.1,0.0,7.1,9.3
Nc1ccc(-c2nc3c(Cl)cccc3[nH]2)cc1,-7.0,0.0,7.7,-32.6
N#Cc1ccccc1NC(=O)N1CCN(c2ccc3cccc(-c4ccsc4)c3n2)CC1,3.2,0.1,5.5,-3.1
OC(c1ccccc1)c1ccc(Cl)s1 (stereo not given),-0.4,0.1,6.7,5.8
CCC(=O)Nc1ccc(S(=O)(=O)NCCc2ccc(N(C)C)cc2)c(C)c1,0.6,-0.3,-19.5,-10.2
CC(C)OCCCNC(=O)CCc1nnc2n(Cc3ccccc3)c(=O)c3ccccc3n12,0.0,0.2,12.8,5.2
COc1cc(Nc2nc(-c3c(C)nn(C)c3C)nc3c2ncn3-c2ccccc2)cc(OC)c1OC,0.8,0.2,2.4,-19.6
Cc1cc2c3c(ccc(C)c3n1)N=CN2c1ccccc1,0.6,0.1,4.6,-6.3
COc1ccc(CN2CC(C)OC(C)C2)cc1 (stereo not given),0.1,1.1,-0.3,10.8
COc1cccc(C2C(C(=O)/C=C/c3ccccc3)=C(O)C(=O)N2CCCCCC(=O)O)c1 (stereo not given),0.7,0.0,-4.7,11.0
CCOc1cc(/C=C2/SC(=Nc3ccc(Cl)c(C(=O)O)c3)NC2=O)ccc1OCc1cccc2ccccc12,0.4,0.1,-4.5,9.5
CCc1ccc(/C(C)=N\NC(=O)c2cc([N+](=O)[O-])cc([N+](=O)[O-])c2O)cc1,-0.4,0.1,16.5,-4.3
CCc1nnc(C2CCN(C(=O)C3CC3)CC2)s1,-2.0,0.0,3.3,-0.2
CCC1C(=O)N=C(SCC(=O)Nc2ccc(S(N)(=O)=O)cc2)NC1=O (stereo not given),0.1,-0.1,9.8,8.6
COc1ccc(C2=C/C(=C/c3ccc(O)cc3)C(=O)O2)c(OC)c1,2.4,0.3,11.3,12.6
O=C1c2cc(Cl)c(Cl)cc2C(=O)N1c1ccc(F)cc1,-0.5,0.0,10.3,-2.6
CC(C)C(=O)NCCc1nnc2n1CCN(CC1=CC[C@H]3C[C@@H]1C3(C)C)CC2,-0.1,0.0,0.2,4.3
O=C(CSc1nc2ccsc2c(=O)n1Cc1ccccc1)c1ccc(F)cc1,0.3,0.1,11.8,8.0
CC12Oc3ccc(Br)cc3C(NC(=S)N1c1ccc(Br)cc1)C2C(=O)Nc1ccc(Cl)cc1 (stereo not given),1.1,-0.1,4.2,6.4
CCOC(=O)C(NC(=O)c1ccccc1F)(Nc1sc(C)c(CC)c1C#N)C(F)(F)F (stereo not given),0.3,0.3,5.5,-12.7
O=C(COc1ccc(C(F)(F)F)cc1[N+](=O)[O-])NCc1ccccc1,2.4,0.0,0.9,-6.9
CC(C)N1CCc2nc(SCC(=O)Nc3cccc(Cl)c3)[nH]c(=O)c2C1,0.6,-0.1,-3.9,2.5
Cc1ccc(C(=O)C2OC(=O)C(C)(C)C(=O)C2(C)C)cc1 (stereo not given),0.9,0.7,17.3,-14.7
CC1=C(C(=O)OCCc2ccccc2)C(c2ccsc2)NC(=O)N1C (stereo not given),2.2,0.0,8.1,2.6
CC(=O)Nc1ccc(Nc2ncnc3nc(N4CCN(c5ccccn5)CC4)[nH]c23)cc1,-1.7,-0.1,14.1,6.9
CCCCOc1ccc(NC(=O)CSC2=C(C#N)C(c3cccs3)C(C(=O)Nc3ccccc3C)=C(C)N2)cc1 (stereo not given),-1.5,-0.3,-1.2,9.9
CC1CCCCN1c1nc(Cc2ccccc2)nc2sc3c(c12)CCCC3 (stereo not given),0.6,0.3,0.5,-0.7
CCCn1c(N)c(N(CCOC)C(=O)C(F)(F)F)c(=O)n(CC#N)c1=O,-0.9,0.5,-0.1,-1.7
N#Cc1cc2cc3c(cc2nc1NCCCNC(=O)NCc1ccccc1)OCO3,0.8,0.0,-9.0,-19.2
O=C1C=C(NCC2CCCO2)C2(CCCCC2)O1 (stereo not given),0.9,0.5,9.0,13.5
Nc1c(C(=O)NCC2CCCO2)sc2ccc(S(=O)(=O)N3CCCCC3)cc12 (stereo not given),1.1,-0.1,1.1,7.5
CCOC(=O)C1(CCOC)CCN(C(=O)c2ccc(CSC)o2)CC1,1.8,0.2,-8.0,-9.4
COc1ccc(-c2nc(CS(=O)(=O)CC(=O)NCc3cccnc3)c(C)o2)cc1,0.4,0.1,-8.7,-3.1
CN(C(=O)Cc1ccc(NC2=NC3CS(=O)(=O)CC3S2)cc1)C1CCCCC1 (stereo not given),4.0,-0.9,57.8*,-7.7
COc1ccc(NC(=O)CSc2nc3cc(OC)c(OC)cc3cc2C#N)cc1OC,0.5,0.5,1.4,6.3
Cc1nc2cc(F)ccc2n1C1CCN(S(=O)(=O)c2ccccc2F)CC1,-0.3,0.5,6.1,4.6
CCOC(=O)c1[nH]c(C)c(C(=O)N(C)C)c1C,0.0,0.0,11.2,-1.4
COc1ccc(Cc2noc(-c3ccc(C)cc3)n2)cc1OC,0.7,-0.2,-4.1,-3.9
O=C(NCCc1nc(-c2cccnc2)n[nH]1)C1CCCC1,0.7,0.1,-0.5,-5.2
Nc1nc(NCCO)cc(Nc2ccc(N3CCOCC3)cc2)n1,-0.2,-0.2,15.8,0.1
COc1ccc2cccc(NC(=O)c3ccco3)c2n1,6.4*,0.2,8.2,-0.9
Cc1cc(C(F)F)n2ncc(C(=O)N3CCC(O)(c4ccccn4)CC3)c2n1,0.0,0.1,-2.9,-7.4
Nc1ccc(N=Cc2nc(-c3ccc([N+](=O)[O-])cc3)oc2O)cc1,-0.1,-0.1,7.4,1.0
N#Cc1c(NC(=O)CSC2=NCCS2)sc2c1CCCC2,-0.5,0.1,11.8,-1.8
CC(C(=O)NCc1ccncc1)N(c1ccccc1)S(C)(=O)=O (stereo not given),0.9,-0.1,4.8,4.5
O=C(Nc1cc(C(F)(F)F)ccc1Cl)c1cnn2cccnc12,1.1,0.1,-7.5,-2.8
CCOC(=O)C1=C(c2ccccc2)N=C2SCC(=O)N2C1c1cc(OC)ccc1OC (stereo not given),0.0,-0.1,7.4,-28.7
CCOc1ccc(CN2CCNC(=O)C2CC(=O)NCCCC2CCCC2)cc1 (stereo not given),0.3,0.1,-0.5,14.6
Clc1ccc(-n2ncc3c(NCc4ccco4)ncnc32)cc1,4.0,0.4,-16.8,-53.2
# Next section
SMILES,GPR151 activ,FBW7 activator,MITF inh,TEAD-YAP block
CCCCCC(=O)N/N=C(\C)c1ccc(Br)cc1,2.3,0.1,7.2,-3.3
CC(=O)Nc1ccc(NC(=O)C(C)OC(=O)/C=C/c2ccc(OC(F)F)cc2)cc1 (stereo not given),-0.6,0.1,-0.7,5.8
COC(=O)C1=C(N)n2c(s/c(=C\c3cccnc3)c2=O)=C(C(=O)OC)C1c1cccnc1 (stereo not given),-0.4,0.2,-0.1,12.2
CC1CCN(Cc2nnnn2CC(=O)N(C)Cc2ccccn2)CC1,0.3,-0.1,-6.3,-4.2
Cc1ccc(S(=O)(=O)NNC(=O)c2ccccc2I)cc1,-0.8,-0.2,-5.5,0.1
CC(C)CN1CCc2nnc(CCNC(=O)C3CCCO3)n2CC1 (stereo not given),1.5,-0.1,3.6,-0.8
CN(C)CCCN1C(=O)C(O)=C(C(=O)c2ccco2)C1c1ccccc1F (stereo not given),-1.2,0.1,10.2,-11.5
CC(=O)NC1C(OCc2ccccc2)OC(CO)C(O)C1OC(=O)c1ccccc1 (stereo not given),0.7,-0.1,-0.4,8.1
CCOC(=O)C1=C(C)N=c2s/c(=C/c3cc4c(cc3Cl)OCO4)c(=O)n2C1c1cc(OC)ccc1OC (stereo not given),-1.0,-0.1,-3.7,-14.8
CCOc1ccc(-c2cnc(NCc3cc(OC)c(OC)c(OC)c3)n2C)cc1,-0.4,0.5,33.9,11.9

# Complete entries, looked up by structure. Order of values: GPR151 activ	FBW7 activator	MITF inh	TEAD-YAP block
# CN(C)CCCN1C(=O)C(O)=C(C(=O)c2ccco2)C1c1ccccc1F (stereo not given) as listed: -1.2	0.1	10.2	-11.5
# CCOC(=O)C1=C(C)N=c2s/c(=C/c3cc4c(cc3Cl)OCO4)c(=O)n2C1c1cc(OC)ccc1OC (stereo not given) as listed: -1.0	-0.1	-3.7	-14.8
# Cc1ccc(S(=O)(=O)NNC(=O)c2ccccc2I)cc1 as listed: -0.8	-0.2	-5.5	0.1
# COC(=O)C1=C(N)n2c(s/c(=C\c3cccnc3)c2=O)=C(C(=O)OC)C1c1cccnc1 (stereo not given) as listed: -0.4	0.2	-0.1	12.2
# CC1CCN(Cc2nnnn2CC(=O)N(C)Cc2ccccn2)CC1 as listed: 0.3	-0.1	-6.3	-4.2

# Further records
SMILES,GPR151 activ,FBW7 activator,MITF inh,TEAD-YAP block
COc1ccc(C2Nc3ccccc3C(=O)N2Cc2ccccc2)cc1CN1C(=O)c2ccccc2C1=O (stereo not given),1.2,0.3,10.2,-21.4
O=C(NC1CC1)c1ccc(-c2nc(NCCOc3ccccc3)c3ncn(C4CCCCC4)c3n2)cc1,0.8,0.1,2.4,10.2
CCOC(=O)N1CCC(NC2CCN(c3ccc(C(=O)N(C)C)cc3)CC2)CC1,0.9,0.0,3.9,2.9
COc1ccc(C(=O)NCCNc2nc(C)nc3sc4c(c23)CCCC4)cc1,0.1,-0.1,1.4,-8.8
CCOc1ccc(NC(=S)N/N=C2/CCCC(=O)C2)cc1,0.4,0.0,2.7,7.6
CCOc1ccc(C(=O)Nc2cccc(Cl)c2N2CCN(CC)CC2)cc1[N+](=O)[O-],0.6,-0.2,2.0,-2.7
COc1cc(Nc2c3c(nc4ncnn24)CCC3)cc(OC)c1,-0.2,-0.2,3.3,11.2
C/C(=N\Nc1ccc([N+](=O)[O-])cc1)c1ccccc1Cl,1.5,0.0,8.3,-4.3
O=C(COC(=O)c1ccc(N2C(=O)C3C4CCC(C4)C3C2=O)cc1)c1ccccc1 (stereo not given),-0.3,0.2,10.3,-21.2
CCc1cccc(NC(=O)C2CCC(CNc3c(N4CCOCC4)c(=O)c3=O)CC2)c1 (stereo not given),-0.3,-0.3,-21.0,0.6

# Results in GPR151 activ, for two of the compounds above:
structure	GPR151 activ
C/C(=N\Nc1ccc([N+](=O)[O-])cc1)c1ccccc1Cl	1.5
COc1cc(Nc2c3c(nc4ncnn24)CCC3)cc(OC)c1	-0.2

# Additional results follow:
SMILES,GPR151 activ,FBW7 activator,MITF inh,TEAD-YAP block
O=C(Nc1nnc(COc2ccc(Br)cc2)s1)c1ccc2c(c1)OCO2,-0.7,0.4,11.0,1.5
CN1CCN(C(=S)C(=O)NCc2ccc3c(c2)OCO3)CC1,1.5,-0.1,-5.5,5.2
Cc1cccc(OCC(=O)NC2CCCC2)c1,0.8,0.1,16.6,-7.0
CC(C)c1nnc(NC(=O)c2ncoc2-c2ccc(Cl)cc2)s1,0.8,0.9,1.8,8.5
CCc1ccc(NC(=O)c2cccnc2Cl)cc1,-0.5,0.0,-0.3,-33.2
CC(=O)c1c(C)oc2ccc(NS(=O)(=O)c3cccc(C(=O)O)c3)cc12,1.6,-0.1,31.9,-0.5
COc1ccc(S(=O)(=O)N(C)Cc2ccccc2)c(Cl)c1Cl,-0.8,-0.1,-5.9,-3.9
O=C(NC1=NCCS1)c1ccc2c(c1)C(=O)N(Cc1ccco1)C2=O,-0.7,-0.1,-0.9,4.2
Cc1nonc1CN(C)C(=O)CC1(c2ccccc2F)CC(=O)N(C2CCCCC2)C1=O (stereo not given),-0.8,-0.2,-12.2,-0.3
Nc1nonc1-n1nnc(C(=O)N/N=C/c2cccc(F)c2)c1CN1CCCC1,0.6,0.0,-9.7,6.4
COC(C)(C)CCC/C(C)=N/Nc1ccc([N+](=O)[O-])cc1[N+](=O)[O-],0.4,0.1,17.2,13.3
COc1cc(OC)c(OC)cc1/C=C(\C#N)C(=N)SC,1.2,0.1,-11.8,4.0
Cc1ccc(-c2nc3cc(C(F)(F)F)cc(Cl)c3nc2-c2ccc(C)cc2)cc1,0.3,-0.1,1.8,-2.0
O=C(O)CCC(=O)c1cccs1,-0.5,0.2,12.3,10.6
CC(c1ccccc1F)n1cc(C(=O)NCCN2CCCCCC2)nn1 (stereo not given),1.5,0.4,8.1,2.2
CCOC(=O)c1c(C)n(C)c2ccc(OCC(O)CN(CC)CC)cc12 (stereo not given),3.5,0.1,-2.6,4.2
COc1ccc(OC)c(NC(=O)CC(Cc2ccccc2OC)C(=O)O)c1 (stereo not given),0.6,0.2,3.9,-9.5
CC(NC(=O)c1cccs1)c1ccc(S(C)(=O)=O)cc1 (stereo not given),-2.1,0.0,7.3,4.2
FC(F)(F)c1ccc(Nc2cc(NCCN3CCOCC3)ncn2)cc1,4.3,0.0,-7.5,4.4
CC(=O)c1ccc(NC(=O)CSc2nc3ccc(NC(=O)c4ccc(C(C)(C)C)cc4)cc3s2)cc1,0.6,0.1,1.7,-11.1
O=C(Nc1ccccc1C(=O)NCc1ccccc1)c1ccccc1Cl,1.1,0.0,-4.7,2.6
CCNC(=O)c1ccc2[nH]c(C)c(C)c2c1,-0.3,0.0,5.7,-32.5
CC1CN(c2cc(=O)n(C)c(=O)[nH]2)CC(C)O1 (stereo not given),0.5,-0.2,8.6,17.6
O=C1CCCN1CCn1cnc2c(NCCN3CCOCC3)nc(Nc3ccc(C(F)(F)F)cc3)nc21,-0.5,0.0,-1.8,1.2
COc1ccccc1/C=C/CN(CC(C)O)CC(C)O (stereo not given),-0.5,0.8,4.0,4.9
CCCCCCCC(=O)NNC(=O)c1ccco1,0.8,0.0,10.6,1.8
Clc1nc(NCc2cccnc2)nc(N2CCOCC2)n1,0.4,0.0,5.6,-5.3
CC1=C(C(N)=O)C(c2ccccc2)n2nc(-c3ccc(Cl)cc3)nc2N1 (stereo not given),-0.4,-0.1,9.1,-9.5

# High-throughput results as filed in PubChem.
